Bioassay records: PubChem, several laboratories
Scp-1 inhibitor = blocks human Scp-1 phosphatase activity | actives 0.88% (n = 340,000) | AID 493091 | Recombinant Scp1, phosphopeptide, malachite green phosphate absorbance | inhibition, % at 20 µM | Q9GZU7;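 active = inhibition above about 50% at 20 µM, limit read from the data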;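 also: plate controls were DMSO wells with enzyme for no effect and wells lacking enzyme for full effect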
Target sequence (Q9GZU7 76-261 limits assumed): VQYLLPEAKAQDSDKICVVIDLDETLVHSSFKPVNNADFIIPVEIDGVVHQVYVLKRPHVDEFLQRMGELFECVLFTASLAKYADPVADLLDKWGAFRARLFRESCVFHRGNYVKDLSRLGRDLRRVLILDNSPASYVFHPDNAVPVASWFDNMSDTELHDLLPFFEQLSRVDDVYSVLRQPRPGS
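assay system = SCP-1 phosphatase catalytic domain, residues 76-261 | buffer or medium = 50 mM Tris acetate pH 5.5, 0.005% Tween-20, 10 mM MgCl2 | incubation = enzyme reaction 45 min at room temperature, colour 5 min, stabilisation 30 min | signal = Phosphate-binding colour reagent, absorbance read at 630 nm | measure = % inhibition at 20 µM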
Rpn11 block = blocks the human proteasome subunit Rpn11. actives 0.59% (n = 360,000). human 26S proteasome, Ub4-pepOG fluorescence polarization; 20S core pre-blocked with epoxomicin. calls only at 20 µM. O00487;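 active = inhibition at 20 µM, scaled to each plate's controls, above about 33%, limit read from the data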
CSN deneddyl inh = blocks human CSN-mediated cullin deneddylation. Q92905. Purified CSN, SCF-Nedd8-OG deneddylation, fluorescence polarization. inhibition, % at 12.5 µM. actives 0.38% (n = 360,000). AID 651999;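 active = pattern-corrected inhibition above about 35%, with an unprinted fluorescence ratio check between 0.5 and 1.5, limit read from the data, passing the limit was not always enough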;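 also: 0% = enzyme with substrate and 100% = substrate without enzyme; some results filed as inactive read as strong as hits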
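Assay system: purified human Csn5 enzyme expressed in HEK293T cells; Input: 0.24 nM Csn5 enzyme, final concentration; Reagent: 10 nM SCFSkp2-Nedd8OG; Compound dosing: 12.5 µM single point; Times: reaction 90 min, room temperature; Technique: fluorescence polarization readout.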
NadD inh = blocks S. aureus nicotinate mononucleotide adenylyltransferase. AID 602399. inhibition, % at 20 µM. purified NadD enzyme, colorimetric absorbance read-out. actives 0.78% (n = 360,000); in the data active = inhibition above about 26%; also: some compounds past the cut are filed as inactive
Rin1 Abl inh = human Rin1-Abl interaction inhibition. P00519+Q13671. TR-FRET Rin1/Abl binding, biochemical. inhibition, % at 7.35 µM. actives 0.4% (n = 360,000). AID 588664; in the data active = inhibition above about 5%, passing the limit was not always enough
LMPTP inh = blocks human LMPTP phosphatase; P24666; recombinant LMPTP-A, OMFP fluorogenic substrate, fluorescence intensity; inhibition, % at 20 µM; actives 0.22% (n = 360,000);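 active = compounds that cut the enzyme signal by at least half of the control window in the single-dose screen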;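 also: plate controls were DMSO wells with enzyme plus substrate for no effect and substrate without enzyme for full effect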
Target sequence (P24666 whole entry, looked up): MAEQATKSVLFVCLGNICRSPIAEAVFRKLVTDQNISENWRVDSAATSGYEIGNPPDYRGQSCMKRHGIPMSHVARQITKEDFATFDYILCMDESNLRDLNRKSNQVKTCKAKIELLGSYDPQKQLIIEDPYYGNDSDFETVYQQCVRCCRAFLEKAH
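Material: LMPTP-A; amount: 0.625 nM enzyme; doses: single 20 µM dose; times: reaction 50 min, room temperature, dark; technique: fluorescence intensity of OMFP turnover product; benchmarks: no-enzyme and uninhibited controls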
DNMT1 inh = blocks human DNA methyltransferase DNMT1; inhibition (reported as % activation of signal), % at 10 µM; P26358; actives 0.83% (n = 360,000); DNMT1 molecular beacon, Hinp1I cleavage, fluorescence; AID 588458; in the data active = inhibition above about 50%
SUMO1 PPI mod = SUMO1-SIM interaction modulation. SUMO1 binding to a labelled peptide, TR-FRET, 1 h. P63165. inhibition, % at 20 µM. actives 0.33% (n = 360,000); in the data active = inhibition above about 37%
Target sequence (P63165 whole entry, looked up): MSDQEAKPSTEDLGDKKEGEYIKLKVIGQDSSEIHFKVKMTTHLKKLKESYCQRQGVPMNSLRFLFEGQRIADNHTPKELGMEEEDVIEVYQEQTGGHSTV
STEP block = STEP (human) phosphatase inhibition; P54829; recombinant STEP, OMFP fluorogenic substrate, fluorescence; inhibition, % at 20 µM; actives 0.25% (n = 360,000); AID 588621;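 active = inhibition at 20 µM, scaled per plate between control wells, above about 37%, limit read from the data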;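 also: 0% = DMSO with enzyme and substrate and 100% = substrate only without enzyme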
Target sequence (P54829 whole entry, looked up): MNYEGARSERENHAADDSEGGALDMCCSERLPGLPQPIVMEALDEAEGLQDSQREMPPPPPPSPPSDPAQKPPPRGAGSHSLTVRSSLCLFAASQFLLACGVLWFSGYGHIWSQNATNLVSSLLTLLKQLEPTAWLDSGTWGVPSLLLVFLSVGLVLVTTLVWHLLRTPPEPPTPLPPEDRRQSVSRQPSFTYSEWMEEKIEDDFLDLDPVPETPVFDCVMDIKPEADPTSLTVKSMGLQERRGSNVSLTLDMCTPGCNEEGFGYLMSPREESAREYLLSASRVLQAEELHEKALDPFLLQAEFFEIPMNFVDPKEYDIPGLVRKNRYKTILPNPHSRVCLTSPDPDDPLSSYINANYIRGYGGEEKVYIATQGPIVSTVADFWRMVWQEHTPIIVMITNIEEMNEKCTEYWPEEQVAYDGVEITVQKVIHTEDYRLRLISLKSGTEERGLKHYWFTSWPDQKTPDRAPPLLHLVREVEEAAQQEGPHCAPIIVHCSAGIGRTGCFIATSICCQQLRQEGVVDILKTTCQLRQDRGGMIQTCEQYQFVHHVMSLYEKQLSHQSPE
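Measure: Control-normalized % inhibition with plate pattern correction | Test system: STEP phosphatase, cell-free reaction | Medium: pH 6.0 Bis-Tris with DTT and Tween 20 | Technique: Fluorescence, 480/540 nm | Times: Reaction 20 min, ambient temperature | Doses: Single compound dose of 20 µM, 1% DMSO final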
Neddylation inh = cullin neddylation inhibition | P61081+Q13564 | TR-FRET cullin neddylation, biochemical | calls only at 25 µM | actives 0.58% (n = 360,000) | AID 651699; in the data active = inhibition above about 36%
Active calls of the source: *; i = inactive; x = not tested or not shown; + = active, no number.

The line under a structure holds: Scp-1 inhibitor	Rpn11 block	CSN deneddyl inh	NadD inh	Rin1 Abl inh	LMPTP inh	DNMT1 inh	SUMO1 PPI mod	STEP block	Neddylation inh
CC(=O)Nc1ccc(CN2CCC(CO)(CCOc3ccccc3)CC2)cc1
→ -1	i	-3	2	-2	-1.4	1	0	-3	i
CC(=O)C1=C(O)C=C(c2ccco2)CC1c1ccco1 (centres undefined)
→ 9	i	3	-6	0	0.7	11	-17	0	i
CC(=O)NCCC(=O)Nc1nc2c(ccc3ccccc32)s1
→ 4	i	0	-3	0	2.4	-1	-7	2	i
Cc1ncccc1C(=O)N1CCCC(CNC(=O)c2ccc(-c3ccccc3)cc2)C1 (centres undefined)
→ -9	i	-4	0	-1	0.9	1	-1	0	i
Cc1onc(-c2ccccc2Cl)c1C(=O)NCc1ccco1
→ 83*	i	49*	18	5	21	63*	3	3	i
COCc1nnc(NC(=O)c2c(-c3c(Cl)cccc3Cl)noc2C)s1
→ -10	i	1	-7	1	-2.2	-1	5	-2	i
O=C(O)CC1(CC(=O)Nc2nccs2)CCCCC1
→ 10	i	-1	2	0	0.6	3	-2	-2	i
Cc1cc2cc(C#N)c(SCC(=O)Nc3nonc3C)nc2cc1C
→ 1	i	8	1	-2	-0.1	23	-9	0	i
CCN(CC)C(=O)COC(=O)c1ccc(C)c(NC(=O)c2ccco2)c1
→ 1	i	5	-3	0	-0.2	4	3	-2	i
COc1ccc(S(=O)(=O)N(C)C)cc1NC(=O)CN1C(=O)NC2(CCCC2)C1=O
→ -4	i	-2	5	2	-0.9	-4	3	8	i
OCCC1CN(Cc2cccn2-c2nccs2)CCN1C1CCCCC1 (centres undefined)
→ -6	i	5	1	-2	-1.2	1	2	-1	i
CCOC(=O)C1=C(C)N=c2s/c(=C\c3cccc(OCC(=O)O)c3)c(=O)n2C1c1ccccc1 (centres undefined)
→ -5	i	3	8	-1	1.4	-14	-9	5	i
Cc1cccc(C(=O)NC2CC3CCCC(C2)N3C(=O)NC2CCCCC2)c1 (centres undefined)
→ -4	i	-3	0	2	-0.3	-1	-5	-1	i
O=C(/C=C/c1ccc(F)cc1)N1CCCN(C(=O)/C=C/c2ccc(F)cc2)CC1
→ -12	i	-2	-8	-2	-3.2	5	-10	0	i
Cc1ccc(NC(=O)CCN2C(=O)OC(C)(C)C2(C)O)cc1 (centres undefined)
→ -4	i	-2	-1	-7	0.2	5	2	-2	i

Results in Rpn11 block and DNMT1 inh, for 4 of the compounds above:
molecule,Rpn11 block,DNMT1 inh
CC(=O)NCCC(=O)Nc1nc2c(ccc3ccccc32)s1,i,-1
Cc1onc(-c2ccccc2Cl)c1C(=O)NCc1ccco1,i,63*
O=C(O)CC1(CC(=O)Nc2nccs2)CCCCC1,i,3
Cc1ccc(NC(=O)CCN2C(=O)OC(C)(C)C2(C)O)cc1 (centres undefined),i,5

Next section
The line under a structure holds: Scp-1 inhibitor	Rpn11 block	CSN deneddyl inh	NadD inh	Rin1 Abl inh	LMPTP inh	DNMT1 inh	SUMO1 PPI mod	STEP block	Neddylation inh
COc1ccc(NC(=O)/C=C/c2ccc(OC)c(OC)c2)cn1
→ -3	i	-2	-1	-3	-0.6	0	-12	1	i
Cc1ccc(S(=O)(=O)Nc2ccccc2CNc2ccccn2)cc1
→ -5	i	-16	-6	1	1.3	32	11	0	i
CCCCN(CC)CCCNC(=O)c1cn(C)c(=O)c2c1c1ccccc1n2C
→ -7	i	1	-10	3	-1.8	-1	-10	-2	i
Cc1scc(C(=O)Nc2ccon2)c1-c1ccccc1
→ -6	i	3	6	0	-0.1	-2	1	0	i
COc1ccc(NC(=O)c2ccc(Cl)c(S(=O)(=O)N3CC(C)OC(C)C3)c2)cn1 (centres undefined)
→ -8	i	0	-3	-2	1.2	0	3	3	i
COC(=O)c1ccc(Cl)c(S(=O)(=O)N2CCCC2)c1
→ -3	i	-15	1	-1	1.1	-6	2	-1	i
CCN(CC)S(=O)(=O)c1ccc(N2CCOCC2)c(NC(=O)c2ccc(=O)n(C)n2)c1
→ 6	i	-3	-3	5	0.3	5	3	0	i
COC(=O)[C@H](C)NC(=O)Nc1cc(Cl)ccc1C
→ -2	i	1	1	-4	-1.0	1	-4	-2	i
O=c1c(Cc2ccc(F)cc2)c(O)ccn1Cc1ccc(Cl)cc1Cl
→ -7	i	-5	0	0	-2.6	-2	0	-6	i
CC1CCN(Cc2nc3c(c(=O)n(C)c(=O)n3C)n2CCc2ccccc2)CC1
→ -4	i	5	2	-2	0.5	1	1	-8	i
Cc1ccc2c(NC(=O)C3CC3)cccc2n1
→ -4	i	-1	3	-2	0.2	-2	-4	-2	i
COC(=O)[C@]12CCCCC=C1N(Cc1ccc3c(c1)OCO3)C(=O)[C@H](CC(=O)N1CCCCC1)C2
→ x	x	-3	x	x	-2.4	x	-4	x	i
C=CCNC(=O)c1onc(CSc2ccccc2F)c1C(=O)O
→ -4	i	-2	-4	-2	-2.8	3	5	2	i
COCCNC(=O)C(c1ccc(O)cc1)N(C(=O)CCC(=O)Nc1nccs1)c1ccc(C)cc1 (centres undefined)
→ -7	i	-17	-2	-2	-0.6	-2	2	-2	i
CC1(C)CC(=O)C2=C(C1)OC1=C(C(=O)CC(C)(C)C1)C2c1cccc([N+](=O)[O-])c1
→ x	i	-4	-5	2	-0.6	1	-6	-1	i
O=C(Nc1ccc(F)cc1)C1CC2CCC1C2 (centres undefined)
→ -2	i	2	-6	2	-2.3	-6	0	-3	i
CC(C)Oc1cccc(C(=O)C2CCCN(C(=O)c3ccnn3C)C2)c1 (centres undefined)
→ -4	i	-4	-8	-3	-0.5	0	2	-4	i
Cc1ccn2c(NC3CCCCC3)c(-c3cccc(-c4cccc(Cl)c4)c3)nc2c1
→ 18	+	2	15	-1	13	17	-2	1	x
O=C(NCC(=O)N1CCC(Cc2ccccc2)CC1)c1ccccc1F
→ x	i	-1	-6	1	-2.3	1	-1	0	i
O=C(NCCc1ccccc1F)N[C@@H](Cc1ccccc1)C(=O)O
→ -4	i	-2	-1	6	-2.4	1	-3	-2	i
Cc1ccc(CNC(=O)CNC(=O)c2ccco2)cc1
→ 7	i	-1	-4	0	-0.6	3	0	-1	i
CCCOC1CCCN(C(=O)c2ccc(OC3CCN(Cc4ccccn4)CC3)cc2)C1 (centres undefined)
→ -8	i	4	2	1	-0.5	1	4	0	i
COc1ccc(N(C(=O)Cn2nnc3ccccc32)C(C(=O)NCc2ccco2)c2ccncc2)cc1 (centres undefined)
→ -7	i	9	4	-2	-0.8	2	0	-1	i
CS(=O)(=O)N(CC(=O)NCc1ccc2c(c1)OCO2)Cc1ccccc1
→ -1	i	4	-3	0	-1.8	2	0	-2	i
CC(=O)Nc1cccc(-c2nc3ccccc3s2)c1
→ -6	i	0	-5	3	1.2	1	-4	-1	i
O=Cc1cccn1-c1ccc(O)cc1
→ -3	i	-1	-5	0	1.4	-2	3	1	i
CC(C)(C)S(=O)(=O)N1Cc2ccc(CO)cc2[C@@H]1CCO
→ -14	i	-3	-2	-4	-1.5	8	3	-2	i
COc1ccc(C(=O)NCCCSc2ccccc2)cc1F
→ -6	i	-1	-1	1	1.2	-2	6	1	i
CSc1n[nH]c(=O)n1-c1cccc(Cl)c1
→ -7	i	4	-5	0	-1.7	6	4	9	i
Cc1cccc(NC(=O)CCSc2nnc(Cc3ccccc3)o2)c1
→ -10	i	-2	-4	-4	0.4	0	0	-2	i

Two of these compounds, reformatted:
SMILES | Scp-1 inhibitor | Rpn11 block | CSN deneddyl inh | NadD inh | Rin1 Abl inh | LMPTP inh | DNMT1 inh | SUMO1 PPI mod | STEP block | Neddylation inh
Cc1ccc(CNC(=O)CNC(=O)c2ccco2)cc1 | 7 | i | -1 | -4 | 0 | -0.6 | 3 | 0 | -1 | i
CCCOC1CCCN(C(=O)c2ccc(OC3CCN(Cc4ccccn4)CC3)cc2)C1 (centres undefined) | -8 | i | 4 | 2 | 1 | -0.5 | 1 | 4 | 0 | i

The results go on:
The line under a structure holds: Scp-1 inhibitor	Rpn11 block	CSN deneddyl inh	NadD inh	Rin1 Abl inh	LMPTP inh	DNMT1 inh	SUMO1 PPI mod	STEP block	Neddylation inh
C/C(CC(=O)Nc1ccc(OCc2ccccc2)cc1)=N\NC(=O)C(=O)Nc1cccc(C)c1
→ 4	i	-13	7	4	-1.7	1	-4	1	i
COc1cc(O)oc1C=Nc1ccc(C(F)(F)F)cc1
→ 0	i	-1	-4	1	-0.9	-6	-9	5	i
COc1ccc(OC)c(NC(=O)C(CC(C)C)NC(=O)C2CCCCC2)c1 (centres undefined)
→ -8	i	-1	5	-2	-0.4	-16	3	2	i
COc1ccc2[nH]c(=O)c(CN(Cc3nnnn3Cc3ccco3)C3CCCCC3)cc2c1
→ 10	i	15	8	6	0.4	31	18	4	i
Cc1cccc(C)c1NC(=O)CNC(=O)c1ccc(N2CCCC2)c([N+](=O)[O-])c1
→ 0	i	-4	-2	-1	2.2	-5	-24	2	i
COc1ccccc1C(=O)N1CCN(C(=O)[C@H]2O[C@@H](n3ccc(=O)[nH]c3=O)[C@H](O)[C@@H]2O)CC1
→ x	i	-1	-7	6	-0.5	0	1	1	i
COc1ccc(/C=N/NC(=O)c2ccncc2)cc1[N+](=O)[O-]
→ -1	i	2	-8	-1	-0.4	0	-17	0	i
COc1ccc(NC(=O)CSC2=NC(=O)CC(C)=N2)cc1
→ -3	i	-1	-2	-2	-0.1	-1	0	0	i
Cc1ccc(CN(CC(=O)NCc2ccccn2)S(=O)(=O)c2ccccc2)cc1
→ 2	i	2	-4	2	-2.6	1	-3	0	i
CCN(CC)CCOC(=O)/C=C/c1ccccc1
→ 13	i	3	-7	-3	-1.3	1	-2	1	i
O=C(c1ccc([N+](=O)[O-])cc1Cl)N1CCN(Cc2ccccc2)CC1
→ x	i	-1	-1	-5	-0.1	-3	-20	-1	i
COc1ccc(Cc2c(-c3ccc(F)cc3)nc3cc(C)c(Br)c(C)n23)c(C)c1
→ x	x	1	9	x	4.3	x	-2	x	i
Cc1nnc(SCC(=O)NNC(=O)COc2ccc(Br)cc2)n1C
→ 8	i	2	3	3	-1.1	-1	4	-1	i
COc1ccc(/C=N/S(=O)(=O)c2cccs2)cc1
→ -4	i	-3	4	-3	0.9	3	1	0	i
CC1C(=O)OC(c2ccc(Br)cc2)C(C)(C)C1=O (centres undefined)
→ -11	i	-2	5	-2	-0.1	1	4	0	i
C#CCN(C[C@@H]1[C@@H](OC(=O)NC2CCCC2)[C@@H](OC(=O)NC2CCCC2)CN(C(=O)OC(C)C)N1C(=O)OC(C)C)S(=O)(=O)c1ccc(C)cc1
→ x	i	0	11	0	1.0	-9	1	0	i
COC(=O)CNC(=O)C1CCC(CNS(=O)(=O)c2cccc3nsnc23)CC1 (centres undefined)
→ -1	i	1	1	-5	-0.2	3	-34	-1	i
